# OX1R antag – antagonists of human orexin 1 receptor (OX1R) | actives 1.8% (n = 330,000) | Orexin/Hypocretin receptor type 1 (Homo sapiens), O43613 | inhibition, % at 6.6 µM | OX1R-expressing cells, FRET antagonist read-out; in the data active = inhibition mostly above about 38%, no sharp cut-off; inactive = mostly below about 40%;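 note: 0% = agonist challenge alone and 100% = reference antagonist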
# Target sequence (O43613 whole entry, looked up): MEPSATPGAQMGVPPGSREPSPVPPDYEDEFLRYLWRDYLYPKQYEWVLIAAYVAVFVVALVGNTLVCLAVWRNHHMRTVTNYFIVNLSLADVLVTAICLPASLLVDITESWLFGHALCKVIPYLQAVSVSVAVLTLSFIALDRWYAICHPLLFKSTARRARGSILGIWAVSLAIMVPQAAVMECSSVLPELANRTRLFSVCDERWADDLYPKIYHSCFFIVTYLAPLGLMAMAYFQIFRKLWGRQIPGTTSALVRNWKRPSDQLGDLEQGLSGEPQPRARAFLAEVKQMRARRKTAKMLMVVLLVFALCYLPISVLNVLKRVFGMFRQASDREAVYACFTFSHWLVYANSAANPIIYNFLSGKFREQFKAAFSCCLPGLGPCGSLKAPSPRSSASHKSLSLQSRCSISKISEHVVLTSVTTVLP
# STK33 kinase inh – inhibitors of purified STK33 kinase, primary screen, biochemical, ADP-Glo luminescence, homogeneous, cell-free | actives 0.073% (n = 320,000) | MBP phosphorylation | AID 2661, 2010 | inhibition, % at 10 µM;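 active = inhibition at or above 25%, using the most active replicate where run in duplicate; inactive = inhibition below 25%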
# Target sequence (Q9BYT3 whole entry, looked up): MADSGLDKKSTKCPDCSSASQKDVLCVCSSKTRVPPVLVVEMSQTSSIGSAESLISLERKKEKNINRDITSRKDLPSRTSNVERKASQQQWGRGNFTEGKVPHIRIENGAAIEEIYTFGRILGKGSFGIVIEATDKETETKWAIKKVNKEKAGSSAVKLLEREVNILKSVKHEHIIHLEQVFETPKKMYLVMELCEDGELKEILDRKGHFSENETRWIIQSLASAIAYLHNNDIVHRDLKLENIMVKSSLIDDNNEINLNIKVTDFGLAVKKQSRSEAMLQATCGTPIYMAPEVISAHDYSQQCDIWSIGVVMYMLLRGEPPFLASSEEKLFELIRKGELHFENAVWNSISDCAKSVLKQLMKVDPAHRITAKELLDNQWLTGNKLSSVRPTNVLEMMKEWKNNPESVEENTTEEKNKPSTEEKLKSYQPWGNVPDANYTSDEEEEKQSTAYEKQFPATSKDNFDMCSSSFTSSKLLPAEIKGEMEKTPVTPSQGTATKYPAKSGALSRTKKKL
# Active calls of the source: *; x = no result given.
OX1R antag	STK33 kinase inh	SMILES
38.0	0.7	CCOc1ccc(/C=N/NC(=O)c2cc3c(OC)cc(OC)c(OC)c3[nH]2)cc1
19.0	x	O=C(NNS(=O)(=O)c1ccc(F)cc1)c1ccc(S(=O)(=O)N2CCCCC2)cc1
2.6	-1.6	OCC1(Cc2ccccc2)CCCN(Cc2ccc(-c3ccco3)cc2)C1 (stereo unspecified)
37.1	0.0	Cc1ccc(Cn2ccc(NC(=O)c3nc4ncccn4n3)n2)cc1
3.5	-1.4	CCOC(=O)N1CCC(NC(=O)C(NS(=O)(=O)c2ccc3c(c2)CCN3C(C)=O)C(C)C)CC1 (stereo unspecified)
17.5	0.3	N#Cc1c(/N=C/c2cccs2)sc2c1CCCCC2
11.1	-0.4	Nc1nc(N2CCCCC2)c(C=O)c(N2CCCCC2)n1
9.1	-0.5	CCOC(=O)C1CCCN(Cc2nc(Cc3ccccc3Cl)no2)C1 (stereo unspecified)
6.9	-1.1	Cc1cccc(OCCN2C(=O)C(=O)c3cccc(C)c32)c1
14.6	-0.9	O=C1c2ccccc2C(O)N1Cc1cccs1 (stereo unspecified)
10.0	-0.8	CN1CCN(CC(O)COCCOc2ccc(Br)cc2)CC1 (stereo unspecified)
14.6	-2.5	O=C(CN(Cc1ccc(F)cc1)S(=O)(=O)c1ccccc1)N1CCCCC1

# Part of the list above, set out differently:
smiles | OX1R antag | STK33 kinase inh
O=C1c2ccccc2C(O)N1Cc1cccs1 (stereo unspecified) | 14.6 | -0.9
Nc1nc(N2CCCCC2)c(C=O)c(N2CCCCC2)n1 | 11.1 | -0.4
O=C(CN(Cc1ccc(F)cc1)S(=O)(=O)c1ccccc1)N1CCCCC1 | 14.6 | -2.5
N#Cc1c(/N=C/c2cccs2)sc2c1CCCCC2 | 17.5 | 0.3
Cc1cccc(OCCN2C(=O)C(=O)c3cccc(C)c32)c1 | 6.9 | -1.1
CCOC(=O)N1CCC(NC(=O)C(NS(=O)(=O)c2ccc3c(c2)CCN3C(C)=O)C(C)C)CC1 (stereo unspecified) | 3.5 | -1.4
CN1CCN(CC(O)COCCOc2ccc(Br)cc2)CC1 (stereo unspecified) | 10.0 | -0.8

# Additional results
OX1R antag	STK33 kinase inh	SMILES
6.4	-0.5	S=c1[nH]nc(-c2ccccc2Cl)n1/N=C/C=C/c1ccco1
-1.8	-1.6	CC(=O)c1cccc(NC(=O)C2CCCN(S(C)(=O)=O)C2)c1 (stereo unspecified)
7.0	-0.7	CCCCC(CC)COC(=O)c1ccc(N(C)C)cc1 (stereo unspecified)
16.2	x	Cc1nc2c(S(=O)(=O)c3ccccc3)cnn2c(C)c1C
31.4	-0.8	Cc1c(Cl)c([N+](=O)[O-])nn1CCCC(=O)Nc1cccnc1
19.7	-0.4	CN(C1CCCCC1)S(=O)(=O)c1cccc(C#N)c1
10.1	0.2	Cc1cc(C)cc(NC(=O)CN2CCN(C(=O)c3cccs3)CC2)c1
14.9	-0.4	CN(C)c1ccnc(N(Cc2ccccc2)Cc2ccccc2)c1C#N
25.6	-1.2	C=CCN1C(=O)c2ccc(C(=O)NCCc3ccc(F)cc3)cc2C1=O
46.5	-2.2	Cc1ccc(NC(=O)C2C(c3ccccc3)C=CC(c3ccccc3)C2C(=O)O)cc1 (stereo unspecified)
21.6	0.7	CCN(CC)c1nc(N)c2c(N)nc3c(c2c1C#N)CC(c1ccccc1)O3 (stereo unspecified)
10.1	-0.2	CC(C)(C)OC(=O)NCCCCCNC(=O)c1nc[nH]c1C(=O)NCc1ccccc1
8.2	1.1	Cc1ccc(N=CC2=C(O)CC(c3cccc(Cl)c3)CC2=O)cc1 (stereo unspecified)
29.1	1.7	O=C1/C(=C/c2ccccc2[N+](=O)[O-])COc2ccccc21
1.1	-1.7	CCOC(=O)c1sc(-c2ccc(Cl)cc2Cl)nc1O
4.5	-0.8	O=S(=O)(c1ccc(Cl)c(F)c1)N1CCC(c2nc(-c3ccncc3)no2)CC1
11.4	-0.7	Nc1cc(Cl)ccc1Oc1ccc(Cl)cc1
29.1	-0.7	Nc1ncnc(Sc2ccc(Cl)cc2)c1[N+](=O)[O-]
9.2	-1.5	COc1cc(C(=O)NCCNC(=O)c2ccc(C)nc2)cc(OC)c1OC
16.2	-1.4	C=CCOc1ccccc1CN(CCc1ccccc1)C(=O)c1cccc(S(C)(=O)=O)c1
13.6	0.0	O=C(NNC(=O)C1CCN(S(=O)(=O)c2cccc(C(F)(F)F)c2)CC1)C1CC1
24.6	0.3	Cc1nc2scc(C)n2c(=O)c1S(=O)(=O)NCCc1ccc(Cl)cc1
15.7	-1.4	Cc1nc2ncccn2c1-c1csc(Nc2ccccc2)n1
11.8	-2.3	O=C(Nc1ccc(Cl)cc1)c1ccc(Br)cc1F
23.9	-0.4	CCCCCNC1=CC(=O)CC(c2ccccc2)C1 (stereo unspecified)
-0.8	0.2	Cn1c(C(=O)O)c(C=O)c2ccccc21
5.0	1.8	COc1ccc2c(c1)C1NC(=S)NC(C)(O2)C1C(=O)Nc1ccc(Cl)cc1 (stereo unspecified)
7.2	-0.2	COc1ccc(Cn2c(SCc3ccccc3C)nc3cc(OC)c(OC)cc3c2=N)cc1
12.8	1.3	O=C(O)c1ccc(NC(=O)c2ccco2)c(NC(=O)c2ccco2)c1
27.4	0.3	Cc1cc(C)cc(SCc2noc(C(=O)NC(C)C)c2C(=O)NC(C)C)c1
16.5	0.7	COc1cc(C)c(NC(=O)COc2cccc3c2OC(C)(C)C3)cc1OC
9.7	-0.2	CCCCn1c(SC(C)C(=O)NCC2CCCO2)nc2cc(C(=O)OC)ccc2c1=O (stereo unspecified)
6.3	-1.7	CN(Cc1cnccn1)Cc1nc(Cc2ccccc2Cl)no1
20.2	0.9	CCC(C(=O)Nc1cc(C(=O)O)ccc1C)c1ccccc1 (stereo unspecified)
21.4	-0.5	O=C(O)CCCn1cc(NC(=O)c2cc(F)c(F)cc2Cl)cn1
15.9	0.3	COc1ccc(S(=O)(=O)NCc2cccnc2)cc1NC(=O)c1ccc(Cl)cc1
31.1	-1.0	O=C(c1cccs1)N1CCN(Cc2cccc([N+](=O)[O-])c2)CC1
7.2	-0.5	NC(=O)CN1C(=O)C(=O)N(Cc2ccccc2Cl)C1=O
51.6	0.8	Oc1oc(-c2cccc3ccccc23)nc1/C=N/c1nccs1
19.6	-2.5	Cc1cccc(OCc2nnc(SCC(=O)c3ccccc3)o2)c1
-3.1	1.5	O=C(c1cc2cc(F)ccc2[nH]1)N1CCN(c2ccc(F)cc2)CC1
25.5	-1.1	Cc1nnc(SCc2cccc([N+](=O)[O-])c2)[nH]c1=O
32.1	-1.6	O=C(COC(=O)C1=COCCO1)NCc1ccc(F)cc1
14.9	-0.6	Cc1c(S(=O)(=O)N2CCc3ccccc3C2)c(=O)n(C)c(=O)n1C
5.9	-0.3	COC(=O)Cc1c(C)nc2nc(-c3ccc(OC)cc3)[nH]n2c1=O
19.0	0.7	CSCCC1NC(=O)NC1=O (stereo unspecified)
10.5	-0.1	Cc1sc2ncnc(SC(C)C(=O)N3c4ccccc4Sc4ccccc43)c2c1C (stereo unspecified)
16.9	-1.4	COC(=O)c1sccc1NC(=O)c1csc2c1CCCC2

# Five entries out of the list above, arranged by the number in OX1R antag, lowest first.
OX1R antag	STK33 kinase inh	SMILES
-3.1	1.5	O=C(c1cc2cc(F)ccc2[nH]1)N1CCN(c2ccc(F)cc2)CC1
8.2	1.1	Cc1ccc(N=CC2=C(O)CC(c3cccc(Cl)c3)CC2=O)cc1 (stereo unspecified)
11.1	-0.4	Nc1nc(N2CCCCC2)c(C=O)c(N2CCCCC2)n1
16.2	-1.4	C=CCOc1ccccc1CN(CCc1ccccc1)C(=O)c1cccc(S(C)(=O)=O)c1
29.1	-0.7	Nc1ncnc(Sc2ccc(Cl)cc2)c1[N+](=O)[O-]

# The list goes on.
OX1R antag	STK33 kinase inh	SMILES
25.6	1.3	CN(C1CCCCC1)S(=O)(=O)c1ccc(NC(=O)c2ccco2)cc1
2.2	-0.4	CCC1CCCCN1c1cc(C)nc2cc(-c3cccc(C)c3)nn12 (stereo unspecified)
37.8	-0.4	CCc1ccc(Nc2ncc3c(n2)CC(c2ccco2)CC3=O)cc1 (stereo unspecified)
9.5	4.8	CN(C)S(=O)(=O)c1ccc(NC(=O)COC(=O)CC2CC3CCC2C3)cc1 (stereo unspecified)
23.9	-1.4	O=C(CSc1nc2ccccc2[nH]1)N1CCCCC1
16.6	-1.0	Cc1cc(=O)oc2cc(OCC(=O)NCCc3c[nH]c4ccc(F)cc34)ccc12
4.8	-0.7	Cc1cccc(-n2c(C)nc3cc(C(=O)N4CCOCC4)ccc32)c1
16.0	-0.6	Clc1ccccc1-c1cc(COc2ccc3ccccc3c2)no1
7.1	x	CCCCN1CC[C@@H]2C=CC[C@H](C(=O)OC)[C@@H]2C1=O
8.2	-2.5	Cn1cc(CNC(=O)COc2ccc(Cl)cc2Cl)cn1
15.6	-2.1	CCN1CCCc2cc(CN(CCN3CCOCC3)C(=S)Nc3ccc(C)cc3)ccc21
47.8*	-0.4	O=C(CNC(=O)c1cc(Cl)cc([N+](=O)[O-])c1)NC1CC1

# OX1R antag: entries above that show a hit
OX1R antag	STK33 kinase inh	SMILES
47.8*	-0.4	O=C(CNC(=O)c1cc(Cl)cc([N+](=O)[O-])c1)NC1CC1

# The list continues:
OX1R antag	STK33 kinase inh	SMILES
1.2	-0.2	CC1(c2cccc(Br)c2)NC(=O)N(CC(=O)NCC2CCCO2)C1=O (stereo unspecified)
4.8	0.1	CCOC(=O)c1ccc(NC(=O)COc2ccc(CNC3CCCCC3)cc2OC)cc1
16.7	-1.3	O=S(=O)(c1cccc(C(F)(F)F)c1)N1CCC(c2cc(-c3cccc4ccccc34)n[nH]2)CC1
9.3	-0.9	Cc1ccc(CN2C(=O)[C@H]3Cc4c([nH]c5ccccc45)C(C)(C)N3C2=O)cc1
16.5	0.8	O=S1(=O)N=C(N(Cc2cccs2)c2ccc(O)cc2)c2ccccc21
23.0	0.0	NC(=O)c1cc([N+](=O)[O-])ccc1NCc1cnccn1
21.4	1.3	N#Cc1ccc(COc2ccc(CCO)cc2-n2nc3ccccc3n2)cc1
-3.8	-0.3	CCNc1nc(NC(N)=S)nc(NC(C)(C)C)n1
9.2	-1.4	CCOc1cc(C(=O)Nc2ccc(S(=O)(=O)Nc3onc(C)c3C)cc2)cc(OCC)c1OCC
24.1	-0.3	CN1/C(=C\C(=O)c2ccco2)c2ccccc2CC1(C)C
3.8	1.2	CCc1ccc(OCC(=O)N(Cc2ccccc2)C2CCS(=O)(=O)C2)cc1 (stereo unspecified)
19.5	-2.1	CCCCOC(=O)Nc1nnc(CC(=O)NCc2ccccc2)s1
7.0	-0.3	O=C(CCCOc1ccccc1)Nc1cccc(S(=O)(=O)N2CCCCC2)c1
15.2	-1.3	Cc1cc(=O)[nH]c(SCc2nc3ccccc3s2)n1
-2.2	0.2	COC1CCN(C(=O)C2CCC(=O)N(C3CCCCCC3)C2)CC1 (stereo unspecified)
1.7	-0.6	CC12C=CC3(O1)C(C(=O)N(c1cccnc1)C3C(=O)NC1CCCCC1)C2C(=O)Nc1ccccc1 (stereo unspecified)
21.5	-0.8	CC(=O)c1cccc(N=Cc2c(O)c3ccccc3oc2=O)c1
14.4	-0.3	COc1cc(NC(=O)C2CCCCC2)c(OC)cc1NC(=O)c1ccco1
7.2	0.9	Cc1ccc(CNC(=O)CNC(=O)c2ccc(C(C)(C)C)cc2)n1C
5.0	-2.0	COc1c(S(=O)(=O)N2CCCCC2)ccc2c(S(=O)(=O)N3CCCCC3)cccc12
15.2	-0.5	O=C(O)c1ccc(/C=N/NC(=S)NCc2ccccc2)cc1
9.3	0.4	CCCc1nc2c(sc3nc4c(cc32)COC(C)(C)C4)c(=O)n1CCN(CC)CC
4.3	-1.0	CCCCCCn1cc(C(=O)O)c(=O)c2cc(F)c(N3CCCCC3)cc21
-9.9	1.2	CCN1C(=O)C2(SC(NC(C)=O)=NN2C(C)=O)c2cc(C)cc(C)c21 (stereo unspecified)
22.1	1.8	COC(=O)/C=C1/SC(=NC(=O)c2cccc([N+](=O)[O-])c2)NC1=O
28.8	-0.7	C=CCNC(=S)N/N=C/c1cccc([N+](=O)[O-])c1
8.7	-3.1	O=C(COC(=O)c1ccc(S(=O)(=O)N2CCOCC2)cc1)NC1CCCCCC1
18.3	1.1	O=C(CSc1nc2ccccc2n1S(=O)(=O)c1ccccc1)N1CCCC1
10.2	-0.6	CCOC(=O)N1CCN(C(=O)c2ccc3c(=O)n(Cc4ccccc4)c(=S)[nH]c3c2)CC1
13.8	0.0	Cc1nn(C)cc1CNC(=O)COc1ccc(Cl)cc1Cl
28.4	1.2	CC(=O)Nc1ccc(SC[C@H](Cc2ccccc2)N2CCN(CCc3ccccc3)CCC2=O)cc1
11.0	1.1	Cc1ccc(C)c(C(=O)COC(=O)Cn2[nH]c(=O)c3ccccc3c2=O)c1
12.8	-0.9	Nc1nc(SCC(=O)NNc2c(Cl)cc(Cl)cc2Cl)n[nH]1
16.9	-1.4	O=C(Nc1cn(-c2ccccc2)nc1-c1ccc(F)cc1)c1ccccc1
20.6	-0.5	COc1ccc(N2CC(C(=O)Nc3nnc(SCCC4OCCO4)s3)CC2=O)cc1 (stereo unspecified)
28.0	-0.6	COc1cccc(C2CC(c3cccc(NS(C)(=O)=O)c3)=NN2C(=O)c2ccccc2)c1OC (stereo unspecified)
13.8	0.3	COc1ccc(C(=O)N=C2SC3CS(=O)(=O)CC3N2Cc2ccccc2)cc1OC (stereo unspecified)
16.4	-1.0	Cc1[nH]n(-c2ccc([N+](=O)[O-])cc2)c(=O)c1C=NCCc1c[nH]c2ccccc12
14.1	-3.2	CS(=O)(=O)N1CCN(c2ccccc2NC(=O)c2ccc(-c3ccc(Cl)cc3Cl)o2)CC1
6.7	-0.3	C/C(=N\Nc1ccccn1)c1ccc(OC(F)F)cc1
22.2	-1.5	CC1(C)CCC(=O)N2CC[C@H]3C[C@H](OC(=O)Nc4ccc(Br)cc4)C[C@@H]1[C@H]32
